Screening data: PubChem BioAssay, several laboratories
TPT1 inh: Candida albicans TPT1 enzyme inhibitors, primary screen, biochemical, fluorescence polarization. AID 1962, 2009. recombinant caTPT1, FP RNA substrate dephosphorylation. 300,000 compounds, 0.81% hits. inhibition, % at 5 µM;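 active = inhibition above the mean of all tested compounds plus 3 SD, set per screening campaign, cut at about 24% in these data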;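 note: plate controls were DMSO alone for no effect and ferristatin control at 100 nM for full effect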
MEX-5 binding: MEX-5 zinc finger RNA-binding disruptors – biochemical, C. elegans, fluorescence polarization, MLPCN library, primary screen. AID 1832, 2009. activity score (negative = inhibition of binding), % at 10 µM. 300,000 compounds, 0.38% hits. MEX-5/FITC-TCR2 RNA binding; hits give low values;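 active = inhibition past about -25% in most replicates, and total fluorescence under double the plate's negative control median, limit read from the data; inconclusive = replicates evenly split on the limit, or fluorescence at least double controls; inactive = too little inhibition in most replicates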;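 note: 0% = DMSO and -100% = 5 µM competing unlabeled TCR2 RNA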
Target sequence (Q9XUB2 whole entry, looked up): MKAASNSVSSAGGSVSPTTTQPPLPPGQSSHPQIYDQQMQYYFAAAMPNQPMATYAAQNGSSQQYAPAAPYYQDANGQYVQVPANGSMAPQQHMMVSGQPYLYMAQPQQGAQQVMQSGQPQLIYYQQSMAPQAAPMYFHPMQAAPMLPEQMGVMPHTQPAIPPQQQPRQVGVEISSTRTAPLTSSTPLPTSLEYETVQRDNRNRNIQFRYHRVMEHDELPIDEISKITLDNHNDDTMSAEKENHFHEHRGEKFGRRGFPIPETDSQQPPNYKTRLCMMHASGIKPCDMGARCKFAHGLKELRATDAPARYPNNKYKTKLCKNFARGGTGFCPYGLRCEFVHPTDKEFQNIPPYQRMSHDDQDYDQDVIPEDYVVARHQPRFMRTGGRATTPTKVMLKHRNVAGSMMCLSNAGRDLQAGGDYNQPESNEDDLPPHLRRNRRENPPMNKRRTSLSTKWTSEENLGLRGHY
Bcl-xL primary: inhibitors of human Bcl-xL, primary screen, biochemical, fluorescence polarization, HTS | Bcl-2-like protein 1 (Homo sapiens), Q07817 | GST-Bcl-xL / FITC-Bim BH3 peptide fluorescence polarization | inhibition, % at 10.9 µM | 320,000 compounds, 0.7% hits;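 active = inhibition above the mean of all tested compounds plus 3 SD, cutoff set per campaign, cut at about 30% in these data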;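 note: 0% = DMSO wells and 100% = unlabeled Bim-BH3 peptide competitor; inhibitors lower millipolarization by displacing the labeled peptide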
GSTO1 inh: inhibitors of recombinant GSTO1, primary screen, counter-screen for RBBP9 inhibitor project, biochemical, fluorescence polarization; activity-based probe fluorescence polarization; inhibition, % at 5.96 µM; 300,000 compounds, 1.1% hits; AID 1974, 2009;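 active = inhibition above the campaign mean inhibition plus 3 SD, cut at about 35% in these data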;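 note: 0% = GSTO1-1 with DMSO and 100% = wells lacking GSTO1-1 enzyme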
Fam108B inh: mouse Fam108B serine hydrolase inhibitors, primary screen, counter-screen for RBBP9 inhibitor project, biochemical, fluorescence polarization | 300,000 compounds, 0.33% hits | inhibition, % at 9.51 µM | recombinant Fam108B, FP-Rh probe fluorescence polarization | AID 1947, 2009;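 active = inhibition above the screen mean inhibition plus 3 SD, computed separately per campaign, cut at about 18% in these data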;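 note: inhibitors lower polarization as less probe binds the enzyme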
PAD4 inh: human PAD4 inhibitors, primary screen, biochemical, fluorescence polarization, 1536-well format. inhibition, % at 6.36 µM. Protein-arginine deiminase type-4 (Homo sapiens), Q9UM07. recombinant PAD4, RCA probe fluorescence polarization. AID 485272, 2010. 330,000 compounds, 0.41% hits;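 active = percent inhibition above a cutoff equal to the mean of all tested compounds plus 3 SD, cut at about 15% in these data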;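 note: 0% = PAD4 with RCA probe and DMSO and 100% = probe without PAD4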
Target sequence (Q9UM07 whole entry, looked up): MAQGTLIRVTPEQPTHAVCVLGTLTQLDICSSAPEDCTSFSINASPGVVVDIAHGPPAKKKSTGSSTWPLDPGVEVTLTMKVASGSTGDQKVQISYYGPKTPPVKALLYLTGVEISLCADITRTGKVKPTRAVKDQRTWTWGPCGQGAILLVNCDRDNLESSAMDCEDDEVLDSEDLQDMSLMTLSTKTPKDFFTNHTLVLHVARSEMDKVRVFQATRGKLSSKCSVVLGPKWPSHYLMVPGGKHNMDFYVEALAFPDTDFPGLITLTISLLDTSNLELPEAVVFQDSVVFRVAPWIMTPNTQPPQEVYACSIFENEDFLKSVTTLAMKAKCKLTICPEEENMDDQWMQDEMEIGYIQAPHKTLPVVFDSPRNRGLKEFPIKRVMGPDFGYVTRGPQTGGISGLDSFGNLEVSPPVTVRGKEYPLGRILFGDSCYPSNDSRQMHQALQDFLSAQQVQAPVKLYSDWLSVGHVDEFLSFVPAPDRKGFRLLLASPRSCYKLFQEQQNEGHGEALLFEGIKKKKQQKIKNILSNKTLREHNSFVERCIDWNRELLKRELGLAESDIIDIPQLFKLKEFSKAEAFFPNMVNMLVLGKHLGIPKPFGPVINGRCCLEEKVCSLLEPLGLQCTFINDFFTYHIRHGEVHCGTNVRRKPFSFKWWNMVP
MCL1-BIM inh: inhibitors of MCL1 binding to BIM-BH3, primary screen, biochemical, fluorescence polarization; AID 2057, 2009; Induced myeloid leukemia cell differentiation protein Mcl-1 (Homo sapiens), Q07820; GST-MCL1 / FITC-Bim-BH3 fluorescence polarization; 320,000 compounds, 0.68% hits; inhibition, % at 10.9 µM;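 active = inhibition above the mean inhibition of all tested compounds plus 3 SD, set per campaign, cut at about 40% in these data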;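 note: 0% = DMSO wells and 100% = unlabeled Bim-BH3 peptide control; higher means more loss of mP so more displacement of Bim peptide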
GLD-1 RNA inh: GLD-1/TGE RNA complex disruptors, primary screen, biochemical, fluorescence polarization; Female germline-specific tumor suppressor gld-1 (Caenorhabditis elegans), Q17339; purified GLD-1 + fluorescein TGE RNA; inhibition, % at 5.96 µM; 320,000 compounds, 0.44% hits; AID 2280, 2010;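 active = percent inhibition above a per-plate cutoff, the plate mean of test compounds plus 3 SD, cut at about 30% in these data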;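 note: 0% = DMSO wells with GLD-1 and probe and 100% = wells lacking GLD-1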
PME-1 primary: PME-1 inhibitors via competitive probe labeling, primary screen, biochemical, fluorescence polarization, FP-Rh probe, HTS | 320,000 compounds, 0.53% hits | inhibition, % at 5.9 µM | recombinant PME-1 | Protein phosphatase methylesterase 1 (Homo sapiens), Q9Y570;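 active = inhibition above the campaign mean of all compounds plus 3 SD, cut at about 26% in these data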;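 note: competitive labeling of PME-1 active site by serine hydrolase directed probe; 0% = PME-1 with DMSO and 100% = wells lacking PME-1 enzyme; inhibitors block probe labeling so polarization falls and inhibition rises; many of its hits are not listed in these tables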
Starred values were filed as active, the others as inactive; u = inconclusive; x = no result given. An excerpt; count on the stated rates, not on these rows.

SMILES | TPT1 inh | MEX-5 binding | Bcl-xL primary | GSTO1 inh | Fam108B inh | PAD4 inh | MCL1-BIM inh | GLD-1 RNA inh | PME-1 primary
Cn1c(=O)c2c(nc(CN3CCN(c4ccccc4)CC3)n2CCc2ccccc2)n(C)c1=O | 3 | 0.2 | 5 | 6 | -2 | -5 | 5 | 2 | 7
CC(C)Oc1ccc(-c2cc(C(=O)NCCN3CCOCC3)c3ccccc3n2)cc1 | 1 | 2.6 | 5 | 7 | 2 | 6 | 8 | 10 | 3
COc1ccccc1/C=C/C(=O)NCC(=O)N=Nc1c(O)[nH]c2ccccc12 | -1 | -1.7 | 10 | -2 | -4 | -4 | 1 | 4 | 2
CC(=C/c1ccc(C(C)C)cc1)/C=N/NC(=O)CSc1ccccn1 | 0 | 3.6 | 5 | -7 | -1 | -8 | 14 | -1 | -10
CCOC(=O)c1cc(C#N)c(SCC(=O)OC)[nH]c1=O | -1 | -4.6 | 13 | 11 | -2 | -2 | 8 | 7 | 8
Cc1csc(NC(=O)CN2C(=O)COc3ccc(Cl)cc32)n1 | -3 | -2.5 | 2 | 4 | 11 | 1 | -2 | -6 | 5
COC(=O)c1nc2ccccc2s1 | -4 | -0.9 | 2 | -5 | 1 | -2 | 9 | -1 | -5
CCCc1cc2c(=O)c(-c3ccc4c(c3)OCCO4)coc2cc1OS(C)(=O)=O | 1 | -0.7 | 0 | 6 | 0 | -4 | -1 | -3 | -8
Cn1cnnc1SC1CCCCC1NS(=O)(=O)c1ccccc1 (configuration not stated) | -3 | 0.9 | -2 | -3 | 7 | 4 | 4 | -6 | 4
COc1ccc(-n2c(SCC(=O)C(C)(C)C)nc3c(sc(=S)n3-c3ccccc3)c2=O)c(OC)c1 | -1 | 0.6 | 4 | 4 | -9 | -6 | 16 | -6 | 4
CN(Cc1ccco1)C(=O)C1CCC(=O)N1Cc1ccc(F)cc1 (configuration not stated) | -5 | 3.1 | 6 | 14 | -3 | 2 | -2 | -3 | -9
COc1cccc(-c2nnc(NC(=O)c3ccc(S(=O)(=O)N4CC(C)OC(C)C4)cc3)o2)c1 (configuration not stated) | 0 | -0.8 | 5 | -8 | -2 | 0 | 10 | -2 | -1
CC1CC(C)CN(C(=O)C(Cc2ccccc2)NC(=O)c2ccccc2)C1 (configuration not stated) | 2 | 1.7 | 0 | 7 | -3 | -3 | 6 | -6 | 6
O=C(NC1CC1)C1CCN(c2ncccn2)CC1 | -1 | -1.1 | 0 | 5 | 1 | -2 | 3 | 0 | -7
CCOC(=O)C[N+](C)(C)CCOC1CC2CCC1(C)C2(C)C (configuration not stated) | 2 | 0.1 | 6 | 2 | 1 | 0 | 13 | 5 | -2
Cc1ccccc1NC(=O)CSc1n[nH]c(-c2ccco2)n1 | -2 | 0.5 | 1 | 17 | -2 | -3 | 4 | -2 | -3
Nc1nc(SCc2nc3sc4c(c3c(=O)[nH]2)CCCC4)n[nH]1 | 15 | -4.6 | 2 | -10 | -1 | 0 | -6 | -7 | 4
Cc1ccc(NC(=O)c2ccc3c(c2)nnn3C)cc1 | -2 | -4.3 | 4 | 13 | -1 | -7 | 13 | 7 | 1
COC(=O)c1cc(=O)nc2sc(-c3cccs3)nn12 | 2 | 0.6 | 2 | 0 | 0 | -8 | -4 | 0 | -8
Cc1ccc(CSc2ccc3nnc(-c4ccccn4)n3n2)cc1 | 0 | -0.5 | 3 | 2 | -3 | 0 | 2 | 7 | -1
O=C(CCNC(=O)c1ccco1)Nc1ccc(Cl)c(C(F)(F)F)c1 | 4 | -3.0 | 1 | -1 | 5 | 0 | -3 | -7 | 6
Cc1ccccc1CNC(=O)CCCC(=O)n1nc(C)c2ccccc21 | -2 | 0.2 | 5 | -1 | 4 | -3 | 8 | -1 | 10
O=C(O)CSc1nc2sc3c(c2c(=O)n1Cc1ccccc1)CCCCC3 | 1 | -1.6 | 7 | -21 | -3 | -6 | 6 | 2 | -6
O=c1oc2ccccc2cc1-c1csc(Nc2nc3c(F)cccc3s2)n1 | 4 | -4.0 | -5 | -3 | -2 | 0 | -6 | 2 | 8
CCn1nc(C(=O)OCc2c(C)noc2C)c2ccccc2c1=O | 1 | 0.0 | 3 | -4 | -2 | -1 | 0 | 5 | 2

(list continues)
SMILES | TPT1 inh | MEX-5 binding | Bcl-xL primary | GSTO1 inh | Fam108B inh | PAD4 inh | MCL1-BIM inh | GLD-1 RNA inh | PME-1 primary
CCOC(=O)C1CCN(Cc2nc(-c3ccc(OC)c(OC)c3)no2)CC1 | -1 | 0.5 | -4 | 2 | 1 | -1 | -2 | 7 | -3
Cn1cc([N+](=O)[O-])c(C(=O)N/N=C/c2cc3c(cc2Br)OCO3)n1 | -4 | 0.9 | 2 | 0 | 3 | -6 | 4 | 0 | 2
CC(C)(Cc1ccccc1)/[N+]([O-])=C\c1ccccc1 | -3 | 2.0 | 2 | 10 | 0 | -5 | -1 | 10 | -2
O=C(COC(=O)COc1ccc(Cl)cc1)NC1CCS(=O)(=O)C1 (configuration not stated) | x | x | 2 | x | x | 0 | 8 | -1 | 0
Cn1nnnc1SCC(=O)Nc1ccc(C(=O)N2CCN(Cc3ccccc3F)CC2)cc1 | x | x | 0 | x | x | 0 | 2 | 5 | 1
COc1ccc(CCNC(=O)c2ccccc2OCc2c(C)noc2C)cc1 | x | x | 6 | x | x | -1 | 4 | -2 | 8
O=C(c1cccs1)c1ccc(-c2cccs2)s1 | 5 | u | -1 | 3 | -6 | 0 | 30 | -2 | 1
CN(C)S(=O)(=O)c1ccc(Cl)c(NC(=O)CSc2nc3c(cc2C#N)C(=O)CC(C)(C)C3)c1 | 4 | -1.2 | 5 | -3 | 3 | 7 | 5 | 0 | 6
O=C(NCCc1ccccc1)C1CCCN1C(=O)Nc1ccc(Cl)cc1 (configuration not stated) | 0 | -1.7 | 5 | 7 | 3 | -2 | 9 | 3 | -2
CC(=O)Oc1ccc(C(=O)Nc2ccc(S(=O)(=O)NCC3CCCO3)cc2)cc1 (configuration not stated) | -2 | -1.9 | 6 | 2 | 1 | -5 | 6 | 4 | 3
CCCCCCCC(=O)OC(CN1CCCCCC1)CN1CCCC1=O (configuration not stated) | 3 | -1.2 | 2 | 5 | 4 | 4 | 2 | -1 | -5
O=C(CN1C2=NCCN2c2ccccc21)c1cccs1 | -4 | 0.7 | -3 | 1 | 2 | -5 | 6 | 4 | 1
CCc1ccc2[nH]c(=O)c(CN(Cc3ccccc3OC)Cc3nnnn3Cc3ccco3)cc2c1 | 18 | 3.3 | -3 | -7 | -17 | -12 | 8 | -8 | -13
CCCCCCn1c(SCC(C)C)nc2c1c(=O)[nH]c(=O)n2C | -5 | 1.4 | 8 | 3 | -2 | -6 | 2 | 4 | 2
Cc1nc(CNS(=O)(=O)c2cc([N+](=O)[O-])ccc2C)cs1 | -3 | -0.7 | 0 | 3 | 2 | 4 | 1 | 5 | -5
CS(=O)(=O)N1CCc2cc(C(=O)Nc3ccccc3Cl)ccc21 | -2 | 0.8 | 3 | 1 | 1 | 2 | 2 | -2 | -2
Cc1cc(C)cc(NC(=O)CSc2nnc(Cn3c(=O)sc4ccccc43)n2C)c1 | 1 | x | -1 | 2 | -3 | -3 | 0 | 7 | 5
COc1cccc(-c2nn(C)c3sc(C(=O)NCc4ccccn4)cc23)c1 | 4 | -3.8 | -1 | -2 | 0 | -1 | -8 | -2 | -6
Cc1cc(C)c(NC(=O)CN(C)CC(=O)N(C)CC(=O)Nc2c(Cl)cccc2Cl)c(C)c1 | x | x | -8 | x | x | -4 | -13 | 0 | 0
O=C1C(Cl)=C(N2CCCCC2)C(=O)N1c1ccccc1 | 1 | -2.2 | 7 | 19 | 4 | 2 | 15 | 2 | -1
CC(C)(C)OC(=O)NCCCC[C@H](NC(=O)c1[nH]cnc1C(=O)Nc1ccc(Cl)cc1)C(=O)OC(C)(C)C | -5 | 0.3 | -4 | -16 | -28 | 4 | 4 | 4 | -46
Cc1ccc(NC(=O)/C(=C\c2ccc3c(c2)OCO3)NC(=O)c2ccco2)cc1 | -5 | -1.4 | 5 | -10 | 1 | -3 | 2 | 6 | -4
Cc1ccsc1/C=C1/SC(=O)N(CC(=O)N2CCOCC2)C1=O | 70* | -2.5 | -29 | 7 | 1 | 2 | -43 | -10 | 2
Cc1ccc(CS(=O)(=O)CC(C)(O)c2ccccc2)cc1 (configuration not stated) | 0 | 1.2 | -2 | 2 | -2 | -2 | -6 | -4 | 4
CCOc1ccc(CN2CCN(Cc3cccn3-c3cccnc3)CC2CCO)cc1 (configuration not stated) | -3 | -1.9 | 5 | 4 | 2 | -5 | 3 | 4 | 1

Carrying on:
SMILES | TPT1 inh | MEX-5 binding | Bcl-xL primary | GSTO1 inh | Fam108B inh | PAD4 inh | MCL1-BIM inh | GLD-1 RNA inh | PME-1 primary
CC(Oc1ccccc1)C(=O)OCC(=O)N1CC(=O)Nc2ccccc21 (configuration not stated) | -8 | 0.5 | 6 | -7 | -3 | -2 | 1 | -7 | -4
CC1Cc2ccccc2N1C(=O)CSc1nc2ccccc2n1CC(=O)N1CCOCC1 (configuration not stated) | 1 | 1.7 | 0 | 6 | 3 | 4 | 0 | -9 | 0
CCCCOC(=O)c1ccc(OC(=O)N2CCOCC2)cc1 | -1 | -0.5 | 1 | 3 | -2 | -3 | 0 | 2 | 0
Cc1ccc(C)c(/C=N/n2cc(-c3ccccc3)[nH]c2=S)c1 | -1 | -1.5 | 4 | 1 | 0 | -2 | 2 | -3 | -2
COc1ccc(C2C(C(=O)N3CCOCC3)CCC(=O)N2c2cc(OC)c(OC)c(OC)c2)cc1 (configuration not stated) | 1 | -0.3 | 5 | 10 | 0 | -1 | 3 | -1 | 4
COc1ccc2cc(CN(CCc3ccccc3)Cc3nnnn3Cc3ccco3)c(=O)[nH]c2c1 | -3 | -2.6 | 5 | 0 | -6 | -3 | 2 | 0 | -5
CC(C)C(NS(=O)(=O)c1cccs1)C(=O)NCCN1CCN(c2ccccc2)CC1 (configuration not stated) | 1 | 1.1 | 4 | 0 | -4 | 1 | 3 | -1 | -1
O=C(Nc1ccccc1)c1ccccc1NC(=O)C(F)(F)F | -2 | 3.4 | 3 | 1 | -4 | -4 | 2 | 5 | 0
Fc1ccc(NCc2nnc3n2CCCCC3)cc1 | 0 | -1.6 | 3 | 4 | 4 | 0 | 7 | 7 | 4
COc1ccc(-c2ccc(SCC(=O)N3CCOCC3)nn2)cc1 | -4 | -1.6 | 5 | 1 | 0 | 5 | 5 | 6 | 1
CCn1c(COc2ccccc2C)nnc1SCc1nc2ccccc2c(=O)[nH]1 | -4 | 0.9 | 0 | -3 | -5 | -3 | -2 | -1 | 4
Cc1ccc(/C=N/NC(=O)c2ccoc2C)o1 | 0 | 1.8 | 0 | -1 | -3 | -4 | -1 | 3 | 0
